TCR act – activates T cell receptor signaling | primary human leukocytes, anti-CD3, IL-2 HTRF, 48 h | Potency, µM (series often up to 9.22 µM), inactives show at the top dose activation of IL-2 secretion, usual class: activators | 330,000 tested, under 10 active | AID 504894; further: % of control where 0% means no effect
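48 hr co-incubation of compounds, a-CD3 beads and primary human leukocytes; IL-2 quantified homogeneously by HTRF with anti-IL-2 K and d2 conjugates.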
Chronic BCR inh – chronic active BCR signaling inhibition. ABC-DLBCL IkBa-CBG/CBR reporter, luminescence ratio, 4 h. Potency, µM (doses to about 46.1 µM), without a hit: at the top dose ratio change, negative = lower green/red ratio, usual class: inhibitors. 340,000 compounds, 0.05% hits. AID 493014; active means well fitted inhibition curve with a large enough effect in the signal ratio, with a control signal flat, not every such curve was filed as active; inconclusive means small, poorly fitted or top-dose-only effect, or effect the other way, or a change in a side signal; the % refers to the signal ratio;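 further: potency means the concentration at half of the fitted maximal effect; plate controls were basal doxycycline-induced cells for no effect and cells given 10 µM MG132 for full effect; MG132 reads +100%, hits lower the ratio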
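TMD8 ABC-DLBCL cells carrying doxycycline-inducible green luciferase fused to IkappaBalpha plus unfused red luciferase were exposed to compounds (up to 46 uM) for 4 hrs at 37C. Activity came from the overlap-corrected green/red luminescence ratio.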
TSG101-PTAP inh – blocks PTAP/TSG101 interaction to inhibit HIV-1 budding; 340,000 tested, under 10 active; Q99816; Potency, µM (doses to about 115 µM), for the others: at the highest dose activity change, negative = inhibition, most hits filed as inhibitors; Fluorescence polarization, FITC-PTAP peptide / Tsg101 binding; active means well fitted inhibition curve with a large enough effect in the main read-out, with a control signal flat, not every such curve was filed as active; inconclusive means small, poorly fitted or top-dose-only effect, or effect the other way, or a change in a side signal; inactive means no such curve, though single readings can be large or run the other way; further: potency means the concentration at half of the fitted maximal effect; % of control where 0% means no effect
Target sequence (Q99816 whole entry, looked up): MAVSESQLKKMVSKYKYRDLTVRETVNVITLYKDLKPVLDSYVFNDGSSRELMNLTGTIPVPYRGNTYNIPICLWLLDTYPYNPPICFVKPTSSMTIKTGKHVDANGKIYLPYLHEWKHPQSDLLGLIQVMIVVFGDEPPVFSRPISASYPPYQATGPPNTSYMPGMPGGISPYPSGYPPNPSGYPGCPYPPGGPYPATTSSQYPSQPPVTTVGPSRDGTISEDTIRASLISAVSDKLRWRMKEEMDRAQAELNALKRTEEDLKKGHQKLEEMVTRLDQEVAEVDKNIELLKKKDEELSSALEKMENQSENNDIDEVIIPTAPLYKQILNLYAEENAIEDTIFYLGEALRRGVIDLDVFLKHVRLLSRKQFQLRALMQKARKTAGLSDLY
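Fluorescence anisotropy tracks displacement of a FITC-tagged PTAP peptide (50 nM) from the Tsg101 binding domain (10 uM), following a 20 min room-temperature incubation at pH 7.5.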
a7 integrin act – integrin-mediated muscular dystrophy alleviation activation; alpha7betagal myoblasts, beta-gal FDG fluorescence, 48 h; Potency, µM (series often up to 38.3 µM), for the others: top-dose activation, most hits filed as activators; 350,000 compounds, 0.064% hits; AID 624291;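 further: potency means the concentration at half of the fitted maximal effect; 100% = response of the positive control SU9516; nearly all actives have a fitted effect of over 60% in size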
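Alpha7betagal+/- myoblasts (passage 13) were plated 16-24 hr, then exposed to compounds (1:260 dilution of DMSO stock) for 48 hours at 37C. After MPER lysis, β-galactosidase reporter activity was read as FDG fluorescence (ex 480/em 540) after 30 minutes.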
A-T KAP1 phos – potential ataxia-telangiectasia treatment | […] A-T fibroblasts, KAP-1 phosphorylation AlphaLISA; neocarzinostatin DNA damage 30 min before lysis | Potency, µM (series often up to 57.5 µM), for inactives: at the top dose activation, hits mostly activators | 320,000 compounds, 0.19% hits; further: potency means the concentration at half of the fitted maximal effect; % of control where 0% means no effect; nearly all actives have a fitted effect of over 45% in size
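hTERT-immortalized A-T patient fibroblasts ([…]), 500 cells/well in OPTI-MEM, 1% FBS, got compounds for 60 min, then NCS for 30 min at 37C. Lysates were then assayed for phospho-KAP-1 by AlphaLISA (anti-pKAP1 donor, anti-KAP1 acceptor beads), 6 hr at 25C.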
ELG1 DNA repair – ELG1-dependent DNA repair inhibition; HEK293T ELG1-luciferase reporter, luminescence, 16 h; DNA damage induced by 5-fluorouridine; Potency, µM (series often up to 46.1 µM), without a hit: top-dose activity change, negative = inhibition, hits mostly inhibitors; 330,000 compounds, 2.3% hits; AID 504467; further: potency means the concentration at half of the fitted maximal effect; on the % scale 0 is the no-effect control and ±100 the full control effect; nearly all actives have a fitted effect of over 55% in size
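Quantitative HTS, concentration-response format. 2,000 cells/well co-treated with 5-fluorouridine and compound, 16 hr in 5% CO2 at 37 °C; ONE-Glo luminescence read after 30 min.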
Eya2 inh – blocks the phosphatase activity of human Eya2; recombinant Eya2, OMFP fluorescence dephosphorylation (OMFP is methylfluorescein phosphate); Potency, µM (series often up to 76.9 µM), for inactives: at the highest dose activity, negative = inhibition, most hits filed as inhibitors; 330,000 compounds, 0.006% hits; AID 488837; further: potency means the concentration at half of the fitted maximal effect; on the % scale 0 is the no-effect control and ±100 the full control effect
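Eya2 protein (added as 0.2 uM solution) was preincubated with compound for 10 min at ambient temperature in 50 mM HEPES pH 7.5, 50 mM NaCl, 5 uM MgCl2, 0.05% BSA, 1 mM DTT. OMFP (added at 50 uM) then reacted 10 min; fluorescence read at 485/525 nm.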
TSHR antag – blocks TSH signaling through the human TSH receptor; P16473; TSHR-expressing cells, TSH-stimulated cAMP HTRF, 2 h; hits give low values; activity change, negative = inhibition, % at 11.5 µM; 330,000 compounds, 0.2% hits; AID 504810;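 active means activity change below a set negative limit, meaning inhibition stronger than a set level, cut at about -70% in these data; inconclusive means activity change between two set negative limits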; further: on the % scale 0 is the no-effect control and ±100 the full control effect
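Competitive HTRF cAMP read-out (cryptate anti-cAMP antibody, cAMP-d2; 30 min, room temperature) in freshly harvested TSHR cells. Compounds added before TSH at EC80 (4nM final), followed by 2 hours' incubation at 37 deg C.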
Mito fusion yeast – inhibitors of mitochondrial division or activators of mitochondrial fusion. 320,000 compounds, 0.23% hits. AID 485298. Potency, µM (titrated, usually from 46.1 µM), for inactives: at the highest dose growth rescue (activation), actives largely listed as activators. S. cerevisiae fusion-defective mutant growth rescue, CellTiterGlo 48 h;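 further: potency means the concentration at half of the fitted maximal effect; % of control where 0% means no effect; nearly all actives have a fitted effect of over 45% in size; temperature-sensitive fusion mutants such as fzo1-1 at 37 °C on non-fermentable ethanol glycerol medium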
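Compounds are tested for their ability to restore growth of mitochondrial fusion-defective yeast strains at non-permissive 37C in YPEG medium over 48 hours. Viability is quantified by luciferase luminescence.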
S-ASM inh – blocks human secretory acid sphingomyelinase; P17405; placental ASM, HMU-PC fluorogenic substrate, 60 min; Potency, µM (doses to about 57.5 µM), without a hit: at the top dose activity change, negative = inhibition, most hits filed as inhibitors; 340,000 compounds, 0.006% hits; AID 504937; further: potency means the concentration at half of the fitted maximal effect
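Fluorogenic HMU-PC substrate (9 uM final) is turned over by placental ASM in 60 min at 37 C after a 10 min compound preincubation. Reaction ended by alkaline stop (pH 10), with fluorescence read at 386/447 nm.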
Tb PFK block – inhibitors of T. brucei phosphofructokinase; O15648; T. brucei PFK, ADP-Glo luminescence; Potency, µM (series often up to 57.5 µM), for inactives: top-dose activity, negative = inhibition, actives largely listed as inhibitors; 330,000 compounds, 0.17% hits;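 further: potency means the concentration at half of the fitted maximal effect; 0% = uninhibited 1x PFK enzyme wells and -100% = no-enzyme wells; nearly all actives have a fitted effect of over 60% in size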
Target sequence (O15648 whole entry, looked up): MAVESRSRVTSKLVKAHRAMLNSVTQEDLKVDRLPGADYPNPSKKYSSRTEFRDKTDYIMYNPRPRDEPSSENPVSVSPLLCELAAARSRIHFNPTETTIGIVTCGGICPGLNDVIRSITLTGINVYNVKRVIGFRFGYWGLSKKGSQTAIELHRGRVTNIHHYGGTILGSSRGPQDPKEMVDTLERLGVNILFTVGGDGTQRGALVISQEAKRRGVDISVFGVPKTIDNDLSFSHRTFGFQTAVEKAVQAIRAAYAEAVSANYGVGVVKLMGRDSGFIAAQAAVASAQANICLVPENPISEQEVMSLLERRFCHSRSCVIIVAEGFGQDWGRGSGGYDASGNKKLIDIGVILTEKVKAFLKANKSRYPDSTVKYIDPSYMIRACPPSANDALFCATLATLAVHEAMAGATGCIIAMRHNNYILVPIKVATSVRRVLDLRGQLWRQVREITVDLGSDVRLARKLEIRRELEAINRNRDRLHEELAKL
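PFK 1.25 nM, F6P 0.5 mM, ATP 0.1 mM, 0.1 M TEA pH 8.0, 5 mM MgCl2, 0.01% Tween20, 0.1% BSA; 45 min RT. ADP-Glo readout. qHTS titration up to 57 uM; curves fitted, compounds curve-classed.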
An asterisk follows results filed as active; ? = inconclusive; · = no result given; [ ] = another dose, or the depositor's remark. Unless noted, the call rests on the fitted dose curve; in most records, active means well fitted curve in the direction sought with a large enough effect; inconclusive means small, poorly fitted or top-dose-only effect, or another doubt; inactive means no such curve, though single readings can be large; an effect the other way counts as inactive or inconclusive.

SMILES	TCR act	Chronic BCR inh	TSG101-PTAP inh	a7 integrin act	A-T KAP1 phos	ELG1 DNA repair	Eya2 inh	TSHR antag	Mito fusion yeast	S-ASM inh	Tb PFK block
CCOC(=O)c1cc(-c2ccc(C)cc2)n(CCC(=O)N2CCN(c3ccccn3)CC2)c1C	-3.9%[46.1 µM]	-7.5%	-5.8%	-15.4%	-1.6%	20.6µM*	-28.3%	11.0	?	-17.6%	6.1%
Cn1nc(-c2ccccc2)c(C(=O)NC(C(=O)O)c2ccccc2)c1Cl (stereo not given)	10.8%	3.0%	-0.1%	0.0%	-8.1%	9.2%	-6.1%	-8.1	-1.9%	3.5%	-2.1%
CC(SC1=NCCS1)C(=O)Nc1nnc(-c2ccc(F)cc2)s1 (stereo not given)	-3.8%	-29.0%	3.5%	20.4%	1.2%	?	10.5%	-17.4	16.0%	21.9%	1.3%
NC(=O)c1ccc(NCC2CCCO2)c([N+](=O)[O-])c1 (stereo not given)	-2.8%	-12.8%	-3.9%	6.0%	3.3%	2.7%	-10.6%	14.3	6.5%	-0.6%	3.5%
COc1ccc(OC)c(/C=N/n2c(-c3n[nH]c4c3CCC4)n[nH]c2=S)c1	2.4%	?	-4.7%	19.3%	-5.2%	6.6%	11.1%	25.4	-1.4%	39.3%[activator]	-27.5%
Cc1cccc(OCC(=O)O/N=C(\N)c2ccccn2)c1C	3.4%	?	-1.9%	0.0%	-2.6%	?	4.8%	15.1	-1.4%	-0.4%	14.9%
CCOC(=O)C(CC)Sc1nnc(COc2ccc(C)cc2)n1-c1ccccc1 (stereo not given)	2.2%[46.1 µM]	15.7%	-8.2%	27.5%	·	?	-15.3%	-11.3	13.3%	-3.0%	0.2%
CCOC(=O)c1cc(C)n(-c2ccccc2)c1C	3.7%	-3.5%	-4.0%	13.1%	5.5%	?	-4.2%	-7.5	-3.6%	4.0%	-0.9%
CC(NC(=O)c1cccnc1Sc1ccccc1)c1ccc(S(N)(=O)=O)cc1 (stereo not given)	-5.3%	2.7%	-4.6%	?	-12.7%	-0.8%	-2.9%	12.0	-2.2%	0.6%	1.1%
CC(=O)c1ccc(NC(=O)CCC(=O)OCC(F)(F)C(F)F)cc1	-4.7%	2.4%	-4.5%	-15.9%	-4.5%	12.0%	-0.7%	4.4	2.3%	3.5%	-0.8%
CCn1cc(C(=O)O)c(=O)c2cnc(N3CCN(C(=S)Nc4ccc(F)cc4)CC3)nc21	9.3%	?	-7.8%	41.1%	0.0%	-0.5%	11.4%	3.0	-1.9%	-3.8%	-0.5%
COc1ccc2c(c1)c(=O)oc1cc(OCC(=O)NCC3CCC(C(=O)O)CC3)ccc12 (stereo not given)	-1.9%	?	-6.1%	-12.6%	1.3%	-0.9%	-3.0%	2.7	-0.5%	392.9%[activator]	-7.1%
C/C(=N\Nc1ccccc1)c1c(O)cc(C)oc1=O	·	5.8%	-2.9%	2.4%	-1.7%	?	-19.2%	-5.9	-0.7%	-1.9%	-4.1%
Cc1cccc(NC(=O)CSc2n[nH]c(-c3ccncc3)n2)c1	-1.5%	?	-5.9%	3.2%	-3.6%	0.6%	-2.3%	5.1	-1.0%	0.3%	-2.1%
CCc1cc(C(=O)Nc2ccccc2N2CCOCC2)sc1C	-1.8%	5.8%	2.4%	-6.8%	?	-25.8%	1.6%	-5.9	16.6%	1.5%	3.1%
Cc1cc(C)nc(N/C(=N/S(=O)(=O)Cc2ccccc2)Nc2ccccc2)n1	-5.1%	1.5%	-3.5%	19.8%	4.0%	?	5.4%	-3.1	1.0%	-0.4%	3.6%
CC1=C(C(=O)Nc2ccccc2)C2(CCCCC2)C(C#N)=C(SCC(N)=O)N1	-16.2%	?	0.2%	-10.2%	·	-17.4%	-3.0%	4.6	1.9%	-0.2%	-2.9%
COc1ccc(NC2CCCN(C(=O)Cn3ccc(C)n3)C2)cc1OC (stereo not given)	3.5%	-5.9%	-0.1%	6.5%	1.6%	16.0%	10.8%	-2.0	0.8%	5.8%	-9.3%
COc1ccc(/C=C2/C(=O)ON=C2C)cc1Cl	-28.1%	2.2%	-4.9%	9.9%	-3.3%	12.4%	-2.5%	-6.8	4.2%	0.1%	0.3%
O=C(/C=C/c1ccco1)NC(=S)Nc1ccc(C(=O)O)cc1	0.4%	?	-5.1%	?	-1.8%	?	1.6%	3.4	6.3%	-10.1%	1.6%
CCCc1cc(=O)n2[nH]c(NCc3c(F)cccc3Cl)nc2n1	-140.7%	?	-0.4%	-5.8%	-7.0%	0.7%	-15.9%	-8.0	-2.0%	-2.6%	-7.5%
Clc1cccc(Cl)c1-c1noc(-c2ccno2)n1	-4.6%	?	0.4%	26.4%	3.3%	19.4%	5.5%	-0.6	4.0%	-1.3%	-2.3%
O=C(CN1CCN(c2ccc(F)cc2)CC1)c1ccc(O)cc1O	-1.0%	6.7%	5.9%	8.4%	-4.7%	5.5%	-10.5%	-2.9	8.2%	1.4%	-11.0%
Cn1c(-c2ccc3ccccc3n2)nc2cnccc21	1.5%	?	0.9%	-9.6%	-3.0%	?	11.1%	-4.4	-1.9%	9.1%	3.7%
Cc1ccc(S(=O)(=O)N2CCCCC2)cc1C(=O)OCC(=O)N1c2ccccc2NC(=O)C1(C)C	10.3%	-3.8%	-2.2%	7.1%	12.5%	?	-23.3%	-9.5	·	-2.6%	9.3%
SMILES	TCR act	Chronic BCR inh	TSG101-PTAP inh	a7 integrin act	A-T KAP1 phos	ELG1 DNA repair	Eya2 inh	TSHR antag	Mito fusion yeast	S-ASM inh	Tb PFK block
CCN(C(=O)CSc1nnc(Cc2cccc3ccccc23)n1N)C1CCS(=O)(=O)C1 (stereo not given)	1.8%	0.1%	-3.9%	13.4%	-0.2%	5.1%	-8.0%	43.1	3.4%	3.9%	-9.0%
CCc1ccc(NC(=O)N2CCC(c3ccccc3)C2)cc1 (stereo not given)	-0.4%	12.8%	-5.3%	17.6%	0.4%	?	-17.2%	-7.7	17.1%	-0.8%	-2.2%
CSCC[C@H](NC(=O)OC(C)(C)C)C(=O)N1CCC(C(=O)N[C@@H](Cc2c[nH]c3ccccc23)C(=O)O)CC1	-2.8%	6.4%	-1.1%	-10.4%	14.7%	2.4%	13.1%	-2.7	4.3%	-1.5%	5.7%
CCOC(=O)c1cc(NC(=O)Nc2ccccc2Cl)c(C)nc1C	7.5%	-2.5%	-0.3%	-30.7%	4.5%	-23.0%	-13.2%	10.3	1.1%	-12.0%	0.0%
O=C(Cn1ccc2cc(S(=O)(=O)N3CCCCC3)ccc21)NCc1ccccc1F	-5.1%	5.4%	-0.5%	-3.9%	-1.0%	2.6%	0.6%	-6.8	3.5%	-1.2%	-4.7%
O=C1c2ccccc2C(O)N1Cc1cccs1 (stereo not given)	7.7%	?	-1.2%	-5.1%	6.8%	-23.3%	10.6%	4.1	5.5%	4.7%	4.3%
CCOc1ccc(NC(=S)N(CCc2ccncc2)C(C)C)cc1	5.9%	?	-1.8%	5.9%	2.8%	-8.9%	-15.0%	14.4	-1.0%	7.1%	-4.4%
Cc1cc(C)c(S(=O)(=O)N2CCOCC2)c(C)c1N(C)S(=O)(=O)c1ccccc1	5.3%	-13.3%	-1.0%	14.4%	3.5%	-12.7%	-20.4%	-4.8	-0.2%	3.8%	0.4%
Cc1c(O)ccc2c(=O)c(-c3nncn3-c3ccccc3)coc12	1.2%	0.4%	-3.4%	42.3%	-1.2%	?	-1.5%	-3.9	0.3%	-6.2%	4.4%
CCCCNC(=S)NCc1ccc2[nH]c(C)cc2c1	-4.5%	5.0%	-4.1%	5.6%	10.2%	0.6%	-2.0%	-1.5	-7.4%	-3.7%	?
